G9a block = qHTS Assay for Inhibitors of Histone Lysine Methyltransferase G9a; Histone-lysine N-methyltransferase EHMT2 (Homo sapiens), Q96KQ7; G9a H3K9 monomethylation, AlphaScreen, 2 h; Potency, µM (doses to about 102 µM), without a hit: top-dose activity, negative = inhibition, usual class: inhibitors; 350,000 compounds, 8.8% hits; further: potency means the concentration at half of the fitted maximal effect; on the % scale 0 is the no-effect control and ±100 the full control effect; nearly all actives have a fitted effect of over 75% in size
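Enzyme 20 nM + cpd, 15 min RT; add b-H3K9 pep 500 nM / SAM 20 uM; 2 h RT; anti-H3K9me1 Ab 0.5 ug/mL + SA donor / anti-rabbit acceptor beads 20 ug/mL each, 10 min; AlphaScreen read.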
PI4K2A inh = qHTS for small molecular inhibitors of PI4K2A | Phosphatidylinositol 4-kinase type 2-alpha (Homo sapiens), Q9BTU6 | purified PI4K2A, ADP-Glo luminescence, 1 h; active compounds read low | activity change, negative = inhibition, % at 76.9 µM | 420,000 compounds, 0.13% hits | AID 1346378, 2018; in the data active means activity change below about -50%; inconclusive means mostly about -30% to -49%;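 further: -100% = wells without enzyme as full effect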
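PI4K2A activity was measured by ADP-Glo luminescence: enzyme (4 ug/mL stock) and phosphatidylinositol (1.2 mM stock) in Tris pH 7.5/MgCl2/EGTA/Triton X-100 buffer were reacted with ATP (300 microM stock) for one hour at ambient temperature.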
PGK inhibitor = qHTS Assay to Find Inhibitors of Phosphoglycerate Kinase; Phosphoglycerate kinase, glycosomal (Trypanosoma brucei brucei), P07378; PGK/GAPDH coupled, Kinase-Glo luminescence, 60 min; Potency, µM (highest dose often 57.5 µM), for inactives: at the top dose activity change, negative = inhibition, actives largely listed as inhibitors; 380,000 compounds, 0.043% hits; AID 602233, 2012; further: potency means the concentration at half of the fitted maximal effect; on the % scale 0 is the no-effect control and ±100 the full control effect; nearly all actives have a fitted effect of over 60% in size
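Luminescent ATP detection (Kinase-Glo Plus) follows a 60-minute room-temperature incubation, with wells lacking PGK as controls. Buffer: 100 mM TEA (pH 7.6), 5 mM MgCl2, 0.01% Tween-20. Coupling enzyme GAPDH (100 nM final) supplies unstable 1,3-BPG in-well.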
GLS inh = qHTS for Inhibitors of Glutaminase (GLS) | GLS enzymatic activity, qHTS titration | AID 624170, 2012 | 410,000 compounds, 0.21% hits | Glutaminase kidney isoform, mitochondrial (Homo sapiens), O94925 | Potency, µM (doses to about 45.5 µM), without a hit: top-dose activity change, negative = inhibition, hits mostly inhibitors; further: potency means the concentration at half of the fitted maximal effect; on the % scale 0 is the no-effect control and ±100 the full control effect
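Assay buffer: 45 mM KH2PO4 pH 8.2, 0.02% Tween-20. hKGA acts on L-glutamine (1 mM solution added); product glutamate is reported by an oxidase/peroxidase Amplex Red coupling, with fluorescence taken at baseline and 30 min.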
Pol eta inh = qHTS for Inhibitors of Polymerase Eta; DNA polymerase eta (Homo sapiens), Q9Y253; recombinant Pol eta, fluorescent DNA replication assay; Potency, µM (top dose mostly 114 µM), inactives show top-dose activity change, negative = inhibition, hits mostly inhibitors; 390,000 compounds, 1.2% hits; AID 588591, 2011; further: potency means the concentration at half of the fitted maximal effect; on the % scale 0 is the no-effect control and ±100 the full control effect
Target sequence (Q9Y253 whole entry, looked up): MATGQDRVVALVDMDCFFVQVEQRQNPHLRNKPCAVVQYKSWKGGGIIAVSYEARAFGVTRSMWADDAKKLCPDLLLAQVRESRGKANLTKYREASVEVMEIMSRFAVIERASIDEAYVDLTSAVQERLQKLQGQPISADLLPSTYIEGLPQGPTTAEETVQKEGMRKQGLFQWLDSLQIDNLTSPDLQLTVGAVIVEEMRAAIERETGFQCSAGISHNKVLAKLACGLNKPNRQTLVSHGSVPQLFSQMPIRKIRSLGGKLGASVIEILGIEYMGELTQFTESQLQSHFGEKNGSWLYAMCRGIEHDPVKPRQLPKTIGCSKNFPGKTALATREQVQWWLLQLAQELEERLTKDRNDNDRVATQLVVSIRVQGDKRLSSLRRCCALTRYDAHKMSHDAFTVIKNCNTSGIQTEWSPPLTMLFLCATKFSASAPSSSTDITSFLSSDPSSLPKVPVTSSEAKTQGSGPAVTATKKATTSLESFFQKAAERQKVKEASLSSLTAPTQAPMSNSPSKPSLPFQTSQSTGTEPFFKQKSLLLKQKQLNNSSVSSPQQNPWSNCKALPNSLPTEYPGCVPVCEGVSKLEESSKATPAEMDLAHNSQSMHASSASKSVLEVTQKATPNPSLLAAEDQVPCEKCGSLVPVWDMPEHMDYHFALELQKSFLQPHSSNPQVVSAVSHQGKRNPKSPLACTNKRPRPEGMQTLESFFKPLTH
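Fluorescent replication assay: 50 nM final substrate added after a 15 min room-temperature compound preincubation with 10 nM enzyme. Signal taken at 0 min and again at 10 min.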
HP1b chromo inh = HTS for Inhibitors of HP1-beta Chromodomain Interactions with Methylated Histone Tails; AID 540317, 2011; Potency, µM (top dose mostly 114 µM), for the others: at the highest dose activity change, negative = inhibition, hits mostly inhibitors; 390,000 compounds, 0.56% hits; AlphaScreen HP1-beta / biotin-H3K9me3 peptide binding; further: potency means the concentration at half of the fitted maximal effect; nearly all actives have a fitted effect of over 70% in size; inactives centre near 23
Target sequence (P83916 whole entry, looked up): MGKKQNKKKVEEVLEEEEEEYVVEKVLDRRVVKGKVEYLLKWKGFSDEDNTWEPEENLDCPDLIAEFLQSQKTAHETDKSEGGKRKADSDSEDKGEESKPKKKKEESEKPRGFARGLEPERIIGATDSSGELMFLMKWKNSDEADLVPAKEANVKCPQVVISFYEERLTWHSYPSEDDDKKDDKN
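AlphaScreen: HP1-beta (50 nM) preformed 30 min with biotin-H3(1-18)K9me3 peptide (50 nM) in PBS pH 7.4, 0.01% Tween-20. Compound added for 30 min at RT, then streptavidin donor/nickel chelate acceptor beads (10 ug/mL) for 30 min.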
JMJD2A Tudor inh = qHTS Assay for Inhibitors of JMJD2A-Tudor Domain; Potency, µM (doses to about 114 µM), without a hit: at the highest dose activity change, negative = inhibition, most hits filed as inhibitors; Lysine-specific demethylase 4A (Homo sapiens), O75164; AlphaScreen JMJD2A-Tudor / H3K4me3 peptide binding; 390,000 compounds, 4.4% hits; further: potency means the concentration at half of the fitted maximal effect; on the % scale 0 is the no-effect control and ±100 the full control effect; nearly all actives have a fitted effect of over 50% in size
Pin1 inh = qHTS Assay to Find Inhibitors of Pin1; Potency, µM (series often up to 115 µM), for the others: at the highest dose activity, negative = inhibition, hits mostly inhibitors; Peptidyl-prolyl cis-trans isomerase NIMA-interacting 1 (Homo sapiens), Q13526; 390,000 compounds, 0.009% hits; Pin1 FP peptide displacement, HiFluor488, 10 min; active means well fitted inhibition curve with a large enough effect in the polarisation, with a control signal flat, not every such curve was filed as active; inconclusive means small, poorly fitted or top-dose-only effect, or effect the other way, or a change in a side signal; inactive means no such curve, though single readings can be large or run the other way; the % refers to the polarisation; further: potency means the concentration at half of the fitted maximal effect; on the % scale 0 is the no-effect control and ±100 the full control effect
Target sequence (Q13526 whole entry, looked up): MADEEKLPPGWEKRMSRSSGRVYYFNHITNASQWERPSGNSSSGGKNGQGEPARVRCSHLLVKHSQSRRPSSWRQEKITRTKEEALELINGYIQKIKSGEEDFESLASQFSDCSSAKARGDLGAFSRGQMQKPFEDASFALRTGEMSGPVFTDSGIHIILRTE
BAZ2B inh = qHTS Assay for Inhibitors of BAZ2B | Potency, µM (highest dose often 114 µM), for inactives: top-dose activity change, negative = inhibition, usual class: inhibitors | 360,000 compounds, 4.4% hits | Bromodomain adjacent to zinc finger domain protein 2B (Homo sapiens), Q9UIF8 | AlphaScreen BAZ2B-H3K14Ac peptide displacement; further: potency means the concentration at half of the fitted maximal effect; on the % scale 0 is the no-effect control and ±100 the full control effect; nearly all actives have a fitted effect of over 60% in size
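Multi-concentration screen (max 110 uM) measuring displacement of acetylated histone H3 peptide from BAZ2B by AlphaScreen, using 50 nM protein, 50 nM peptide and 10 ug/mL streptavidin donor plus Ni-chelate acceptor beads.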
* marks the source's active call; other numbers are inactive results; i = inactive; ? = inconclusive; nt = no result given; [ ] = remark or other dose. Unless noted, the call rests on the fitted dose curve; in most records, active means well fitted curve in the direction sought with a large enough effect; inconclusive means small, poorly fitted or top-dose-only effect, or another doubt; inactive means no such curve, though single readings can be large; an effect the other way counts as inactive or inconclusive. Not all compounds are listed; rates above refer to the full screens.

1) COC(=O)c1cc(S(=O)(=O)NCCc2cccc(C)c2)cn1C
2) CN(C)c1cccc(C(=O)NNC(=O)CN2C(=O)C3CC=CCC3C2=O)c1 (centres undefined)
3) Cc1ccc(NC(=O)c2nc(S(C)(=O)=O)ncc2N(Cc2ccco2)Cc2cccs2)cc1C
4) O=C(/C=C/Nc1ccc(Oc2ccccc2Cl)cc1)c1ccco1
5) CCOc1cc(/C=N\NC(=O)C2C(=O)NCC2c2ccccc2)ccc1OC (centres undefined)
6) CCOc1ccc(-c2cnc(N)n2C)cc1
7) Cc1ccc(C(=O)NCCCNC(=O)c2ccc(Cl)cc2)cn1
8) Cc1cccc(OCC(=O)NCC2CCCO2)c1C (centres undefined)

compound no.,1,2,3,4,5,6,7,8
G9a block,nt,nt,?,16%[59 µM],11%[59 µM],nt,-12%[59 µM],-10%
PI4K2A inh,6,7,0,1,7,-3,-5,-3
PGK inhibitor,0%,1%,5%,-1%,i,6%,-9%,4%
GLS inh,3%,27%,1%,-4%,-1%,-1%,0%,1%
Pol eta inh,-3%,-8%,-10%,-8%,0%,-11%,-6%,7%
HP1b chromo inh,36%,-17%,1%,51%[activator],-1%,24%,8%,15%
JMJD2A Tudor inh,-16%,-31%,?,-17%,-13%,-27%,-5%,-20%
Pin1 inh,5%,1%,43%[activator],15%,-3%,1%,-5%,2%
BAZ2B inh,?,nt,?,?,3%,?,0%,-17%

9) O=[N+]([O-])c1ccccc1NCc1c(O)ccc2ccccc12
10) NC(=O)[C@@H]1CCCN1C(=O)c1ccc2nc(Cc3ccccc3F)oc2c1
11) CCC(C(=O)Nc1ccc(C(C)C)cc1)c1ccccc1 (centres undefined)
12) COc1ccc(Cl)cc1S(=O)(=O)N1CCN(Cc2ccc3c(c2)OCO3)CC1
13) COc1ccc(Nc2cccc3ccccc23)cc1
14) Cc1ccc(N=C2C(=O)Nc3ccccc32)cc1C
15) CCCc1nn(C)c2c(=O)[nH]c(-c3cc(S(N)(=O)=O)ccc3OCC)nc12
16) CCCNc1ncnc2c1c(-c1ccccc1)cn2-c1ccccc1

compound no.,9,10,11,12,13,14,15,16
G9a block,?,19%,-1%,-2%[12.7 µM],23%[2.33 µM],20%[0.501 µM],20%,0%[59 µM]
PI4K2A inh,2,-3,9,-3,1,1,8,-1
PGK inhibitor,i,0%,2%,-7%,i,4%,-2%,-1%
GLS inh,-3%,1%,-5%,1%,31%[activator],4%,-9%,-6%
Pol eta inh,-14%,0%,-17%,-16%,2%,-2%,-17%,-9%
HP1b chromo inh,?,14%,26%,9%,?,-4%,23%,31%[activator]
JMJD2A Tudor inh,45µM*,-12%,13%,-31%,56µM*,-20%,-14%,-28%
Pin1 inh,3%,-2%,0%,-2%,-3%,2%,0%,5%
BAZ2B inh,35µM*,-14%,-3%,-28%,?,-1%,2%,2%

17) Cc1ccc(C)c(NC(=O)Cn2c(-c3nonc3N)nc3ccccc32)c1
18) COc1ccc(CCN2C(=O)N(c3ccc(F)cc3)C(=O)C2CC(=O)Nc2ccc(OC)cc2)cc1 (centres undefined)
19) Cc1csc(=O)n1CCC(=O)OCC(=O)NNC(=O)c1ccc(Br)cc1
20) Cc1cc(C)c2c(n1)nn1c(C)c(CCC(=O)NCc3ccc(Cl)cc3)c(C)nc21
21) COc1ccc(C(=O)O/N=C/c2c(C(F)(F)F)nn(C)c2SCc2ccccc2Cl)cc1
22) O=C(c1cc2ccccc2oc1=O)N1CCN(CCc2ccccc2)CC1
23) COc1ccc(S(=O)(=O)NCC(c2ccco2)N2CCOCC2)cc1OC (centres undefined)
24) COc1cccc(N2CCN(C(=O)c3ccc4nc(N5CCCCC5)sc4c3)CC2)c1

compound no.,17,18,19,20,21,22,23,24
G9a block,2%[59 µM],-2%[59 µM],?,-11%[59 µM],10%[12.7 µM],4%[12.7 µM],13µM*,40µM*
PI4K2A inh,2,-2,-1,2,0,6,-2,-4
PGK inhibitor,-5%,7%,1%,1%,2%,-1%,-3%,0%
GLS inh,3%,19%,14%,4%,2%,-1%,-1%,12%
Pol eta inh,-4%,-15%,-9%,-6%,-2%,-5%,-1%,-12%
HP1b chromo inh,42%[activator],16%,25%,18%,41%[activator],18%,10%,-10%
JMJD2A Tudor inh,6%,-24%,-3%,3%,-10%,-15%,2%,?
Pin1 inh,6%,-12%,-1%,-3%,-1%,?,-3%,4%
BAZ2B inh,5%,-10%,7%,0%,10%,10%,-4%,-6%

25) CCN1CCc2c(sc(NC(=O)c3ccc(S(=O)(=O)N4CCCC4)cc3)c2C(=O)NC)C1
26) CC1CC(C)CN(CCC(=O)Nc2ccc(Br)cc2)C1 (centres undefined)
27) O=C(NC(=S)Nc1ccc(Cl)c(C(=O)O)c1)c1ccc(OCc2ccccc2)cc1
28) CCOC(=O)c1ccc(S(=O)(=O)N2CCN(C(=O)C3CSC4(C)CCC(=O)N34)CC2)cc1 (centres undefined)
29) CC(C)[C@H](NC(=O)c1ccccc1)C(=O)OCC(=O)N1CC(=O)Nc2ccccc21
30) CC(C)(C)c1ccc(-c2nc(C#N)c(NCCCn3ccnc3)o2)cc1
31) CC(=O)Nc1c(-c2ccccc2)nc2ncccn12
32) COc1cccc(NC(=O)CCCNC(=O)Cn2cnc3sc(C)c(C)c3c2=O)c1

compound no.,25,26,27,28,29,30,31,32
G9a block,-1%,?,nt,22%[12.7 µM],1%[59 µM],nt,-2%,1%
PI4K2A inh,7,0,-5,2,-1,-4,-1,4
PGK inhibitor,-2%,2%,-4%,7%,3%,18%,i,-6%
GLS inh,7%,12%,36%[activator],3%,12%,3%,2%,0%
Pol eta inh,-8%,-3%,-15%,-2%,-14%,-7%,-9%,8%
HP1b chromo inh,29%,18%,-3%,34%,27%,?,59%[activator],15%
JMJD2A Tudor inh,-28%,-8%,?,-8%,-1%,?,-11%,-9%
Pin1 inh,19%,2%,-3%,4%,0%,-1%,2%,-1%
BAZ2B inh,-18%,-24%,6%,-5%,2%,35µM*,2%,-2%

Entries above shown as hits in JMJD2A Tudor inh:
9) O=[N+]([O-])c1ccccc1NCc1c(O)ccc2ccccc12
13) COc1ccc(Nc2cccc3ccccc23)cc1

compound no.,9,13
G9a block,?,23%[2.33 µM]
PI4K2A inh,2,1
PGK inhibitor,i,i
GLS inh,-3%,31%[activator]
Pol eta inh,-14%,2%
HP1b chromo inh,?,?
JMJD2A Tudor inh,45µM*,56µM*
Pin1 inh,3%,-3%
BAZ2B inh,35µM*,?

(list continues)
33) O=C(Nc1ccccc1)c1ccc2c(c1)OCCO2
34) CC(C)CCNC(=O)Cn1c(NCCC(C)C)nc2c1c(=O)n(C)c(=O)n2C
35) CCOC(=O)N1CCN(S(=O)(=O)c2ccc(C(=O)N(CCCN(C)C)c3nc4cc(OC)ccc4s3)cc2)CC1
36) CN(C)c1cccc(C(=O)N/N=C/c2ccsc2)c1
37) CC1(C)CC(c2nc(-c3ccc(Br)cc3)cs2)CCS1 (centres undefined)
38) CN(C(=O)c1cccc(NC(=O)Cc2cccc(NC(=O)C3CCN(C(=O)C4CCCC4)CC3)c2)c1)C1CCC1
39) C#CCn1c(=NC(=O)CN2C(=O)CCC2=O)sc2cccc(OC)c21
40) Cc1cc(=O)[nH]c(SCC(=O)N2CCCCCC2)n1
41) Cc1onc(-c2c(Cl)cccc2Cl)c1/C(N)=N/OC(=O)C(C)(C)C
42) O=C(c1c(F)cccc1Cl)N1CCN(S(=O)(=O)c2ccc3c(c2)OCCCO3)CC1
43) CCOc1ccc(C(=O)/C=C/c2ccc(OC)c(OC)c2)cc1

compound no.,33,34,35,36,37,38,39,40,41,42,43
G9a block,nt,nt,56µM*,-36%,26%[59 µM],nt,2%,-25%[12.7 µM],92%[activator],30%,?
PI4K2A inh,?,-9,-1,3,-6,2,2,5,-2,-2,-3
PGK inhibitor,?,i,6%,4%,2%,-3%,-3%,-1%,-4%,4%,-2%
GLS inh,1%,-9%,8%,87%[activator],6%,0%,-1%,3%,63%[activator],0%,-12%
Pol eta inh,-19%,-13%,?,-26%,-13%,-14%,-9%,-11%,-18%,-9%,?
HP1b chromo inh,22%,19%,10%,15%,70%[activator],19%,38%[activator],29%,26%,28%,22%
JMJD2A Tudor inh,9%,-7%,-35%,0%,?,-28%,3%,-2%,7%,-2%,-10%
Pin1 inh,0%,4%,3%,1%,-1%,0%,-5%,7%,-8%,-2%,-2%
BAZ2B inh,2%,nt,-11%,-33%,42%[activator],nt,0%,-27%,30%,-25%,-15%

Screens as filed in PubChem BioAssay.
